# HIF-2a inh – blocks HIF-2a reporter activity | 786-0 RCC cells HIF-2a reporter, luciferase luminescence, overnight | inhibition, % at 18.8 µM | 360,000 tested, 0.72% active;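 active means inhibition of the luminescence signal of 40% or more relative to plate controls, in a single-dose primary screen at 18.75 µM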
# hiPSC survival – hiPSC single-cell survival enhancement; survival enhancement, % at 20 µM; AID 602274; ATPlite luminescence; 100% = ROCK inhibitor wells, 0% = DMSO; 360,000 tested, 0.044% active; in the data active means survival enhancement above about 18%;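 further: cells exposed to compounds for 16 hours before the ATP read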
# Peg3 prom inh – Peg3 promoter activity inhibition. HeLa PEG-Prom luciferase reporter, luminescence, overnight. inhibition, % at 20 µM. 360,000 tested, 1.7% active. AID 588405;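 active means inhibition of at least 50% at 20 µM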
# CF NFkB inh – cystic fibrosis NF-kB activation inhibition. KKLEB NF-kB-GFP reporter, PAF-induced, GFP fluorescence overnight. inhibition, % at 5 µM. 360,000 tested, 0.86% active. AID 588850;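 active means at least 50% inhibition at 5 µM, scaled per plate between neutral and stimulator controls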;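 further: PAF is a Pseudomonas aeruginosa culture filtrate used as stimulus; plate controls were PAF-stimulated DMSO wells for no effect and unstimulated DMSO wells for full effect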
# LMP1 NFkB inh – Epstein-Barr LMP1 NF-kappaB reporter inhibition. LMP1-induced NF-kappaB luciferase reporter cells, luminescence. inhibition, % at 12.5 µM. 350,000 tested, 0.69% active; in the data active means inhibition above about 41%;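 further: 0% = neutral control wells and 100% = reference inhibitor control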
# MITF TRPM1 inh – reduces MITF-dependent TRPM1 promoter luciferase signal; AID 488899; SK-MEL-5 TRPM1 promoter luciferase, 24 h; inhibition, % at 12.5 µM; 330,000 tested, 0.83% active;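 active means mean inhibition across replicates of 60% or more, whatever share of single replicates reaches that level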; further: values of inactives mirror those of a sister screen read the other way
# KKLEB cytotox – CF airway cell cytotoxicity counter-screen; 360,000 tested, 0.36% active; KKLEB CF airway cells viability, ATPlite luminescence, overnight; stronger effect = lower value; cells stimulated with P. aeruginosa culture filtrate; AID 602141; activity change (cytotoxicity), % at 5 µM;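 active means corrected activity change at or below -50% at 5 µM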
# NR2E3 ag-1 – agonists of human nuclear receptor NR2E3 | inhibition of corepressor binding, % at 4.78 µM | AID 2300 | Q9Y5X4 | 320,000 tested, 0.12% active | GST-NR2E3/biotin-RetCOR TR-FRET, 1536-well;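 active means percent inhibition above the cutoff of mean plus 3 SD of all tested compounds, set per screening campaign, cut at about 20% in these data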;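 further: 0% = DMSO wells and 100% = biotin wells as full block of FRET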
# Target sequence (Q9Y5X4 whole entry, looked up): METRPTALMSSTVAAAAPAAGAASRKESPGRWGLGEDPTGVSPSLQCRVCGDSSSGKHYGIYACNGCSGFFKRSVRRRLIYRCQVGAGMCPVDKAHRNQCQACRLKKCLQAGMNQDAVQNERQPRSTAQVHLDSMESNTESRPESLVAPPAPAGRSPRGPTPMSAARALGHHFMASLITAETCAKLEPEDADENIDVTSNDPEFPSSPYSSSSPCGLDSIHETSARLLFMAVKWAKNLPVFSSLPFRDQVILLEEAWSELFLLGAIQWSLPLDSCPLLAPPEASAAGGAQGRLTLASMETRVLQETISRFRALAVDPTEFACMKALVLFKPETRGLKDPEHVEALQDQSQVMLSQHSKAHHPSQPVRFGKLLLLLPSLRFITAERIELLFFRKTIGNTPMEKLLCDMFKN
#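 Test system: GST-NR2E3 and biotin-RetCOR proteins | Quantity: 1.35 nM GST-tagged NR2E3 final | Medium: Tris pH 7.5 | Also added: 7 nM biotin-RetCOR | Dosing: Compound at 4.8 µM, single dose | Timing: 5 h at 4 °C | Detection: Time-resolved FRET | Read-out basis: Percent inhibition | Benchmarks: Biotin wells as high control, 0.6% DMSO wells as low control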
# NR2E3 ag-2 – activates human NR2E3 receptor | inhibition of corepressor binding, % at 3.98 µM | CHO-S Gal4-NCOR/VP16-NR2E3 two-hybrid, luciferase | AID 602229 | Q9Y5X4 | 360,000 tested, 0.35% active;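 active means inhibition above the mean of all tested compounds plus 3 SD, cut at about 70% in these data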;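 further: 0% = DMSO with NR2E3 transfected cells and 100% = cells lacking NR2E3 construct; higher means lower luciferase signal from less NR2E3 corepressor binding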
# Shn3 3UTR inh – inhibitors of Schnurri-3 3'UTR reporter in osteoblasts; inhibition, % at 12.5 µM; Clone20 osteoblast Shn3 3'UTR firefly luciferase, 24 h; 360,000 tested, 0.52% active;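 active means mean inhibition of at least 75% with every replicate also reaching 75%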;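 further: 0% = median of neutral control wells and 100% = pilot-screen positive control compound; some compounds past the cut are filed as inactive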
# TRAIL sens C8 – caspase-8 TRAIL sensitization; NB7+C8 cells + TRAIL, ATPlite viability luminescence; inhibition (viability loss, TRAIL sensitization), % at 10 µM; 360,000 tested, 1% active; AID 624354;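 active means compounds causing at least 50% loss of cell viability in the single-dose screen, relative to plate controls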
# * = called active by the depositor; . = no result given.
SMILES,HIF-2a inh,hiPSC survival,Peg3 prom inh,CF NFkB inh,LMP1 NFkB inh,MITF TRPM1 inh,KKLEB cytotox,NR2E3 ag-1,NR2E3 ag-2,Shn3 3UTR inh,TRAIL sens C8
CC(=O)C1(C)C(=O)N(c2ccc(F)cc2)C(=O)N1c1ccc(F)cc1 (stereo not given),-16.6,1.9,-5.9,-16.3,-2.4,2.5,-1.7,.,-6.0,-15.1,4.7
CN(CC(=O)Nc1ccc(N2CCOCC2)cc1)C(=O)CCCOc1ccc(Cl)cc1Cl,-33.5,-0.4,-13.8,-14.4,3.5,10.7,-13.5,-0.6,11.4,27.0,7.0
CCOc1ccc2c(CC)cc(=O)oc2c1OCC,10.8,2.4,2.4,-1.4,11.6,-12.3,-0.2,-4.3,9.6,-0.2,-19.7
O=C(/C=C/c1ccc([N+](=O)[O-])cc1)c1ccccc(=O)c1O,59.3*,-0.7,107.1*,67.5*,19.0,69.2*,-9.1,.,-22.6,58.9,38.9
Cc1ccc(S(=O)(=O)N2CCC(C(=O)NNC(=O)c3ccncc3)CC2)cc1,21.0,-0.8,7.1,10.9,4.0,5.8,-20.5,1.3,-5.5,2.3,0.2
O=C(OCC(=O)N1CCc2ccccc21)c1cccnc1,-0.8,-1.1,6.6,-0.1,-10.6,9.8,-1.9,4.1,-14.4,-0.7,2.5
Cc1ccc(S(=O)(=O)NC(Cc2ccc(Cl)cc2)C(=O)O)cc1 (stereo not given),15.6,-0.6,10.7,-13.5,-4.2,-5.2,17.5,-1.7,-10.3,-4.7,-26.9
COC(=O)CSC1=C(C#N)C(c2sccc2C)CC(=O)N1 (stereo not given),11.0,-3.1,23.6,2.1,10.7,12.8,0.0,2.5,-22.7,19.2,-10.8
CC(=O)N1CCc2c(sc(NC(=O)Cc3ccccc3)c2C#N)C1,-1.9,0.1,-3.5,-47.4,-13.3,-2.7,-0.4,1.3,4.4,3.9,-15.2
COc1ccccc1N=C1SCC(=O)N1c1ccccc1OC,6.7,0.0,7.9,-0.9,-4.0,6.2,5.8,-4.3,-29.2,-5.3,1.0
COc1ccccc1N(CC(=O)Nc1c(C)n(C)n(-c2ccccc2)c1=O)S(=O)(=O)c1ccccc1,11.5,-0.6,2.8,-17.6,-7.9,-1.1,-7.1,.,11.1,-6.8,-31.5
Cc1csc(NC(=O)C2CCN(C(=O)CSc3nnc(C)n3Cc3ccccc3)CC2)n1,11.8,-1.6,1.4,3.6,0.1,9.8,-17.2,2.2,-15.9,11.1,-0.8
FC(F)(F)c1ccc(/C=N/n2c(C3CCCCC3)n[nH]c2=S)cc1,7.5,-0.6,1.4,9.8,6.1,-7.3,6.0,6.0,0.9,-10.0,2.3
CN(C)c1ccc(CN(CC2CCCO2)C(=O)c2cccs2)cc1 (stereo not given),6.2,-0.2,17.0,-8.9,2.6,-6.0,5.3,-0.1,1.2,-3.0,-17.7
Cc1occc(=O)c1OCc1ccc(F)cc1,15.6,-0.1,6.3,3.6,7.3,-9.6,4.9,3.4,-17.3,-22.9,-1.7
O=C(Nc1cnc2ccccc2c1)C1COc2ccccc2O1 (stereo not given),-237.0,1.8,-305.8,-27.6,3.3,-71.9,0.1,0.0,-28.6,-50.3,-0.1
CN(CCOc1ccccc1)C(=O)c1ccc(OC2CCN(C(=O)C3CC3)CC2)cc1,8.1,-0.3,5.3,13.8,6.0,15.0,-3.5,-0.7,-1.3,20.3,11.7
CCn1c(SCC(=O)Nc2ccc3c(c2)OCCO3)nnc1-c1ccncc1,17.5,1.2,14.0,2.3,4.6,-2.5,-3.8,1.3,-19.6,-6.2,5.5
O=C1NC2=C(C(=O)CCC2)C(c2cccc([N+](=O)[O-])c2)N1 (stereo not given),24.8,-0.5,5.4,12.1,-0.5,-0.5,10.9,.,-9.9,0.4,-20.0
OC(c1cc(-c2ccc(Cl)cc2)nc2ccccc12)C1CCCCN1 (stereo not given),-19.9,-0.7,108.9*,18.3,-3.6,-6.7,-11.6,1.6,3.3,9.8,33.0
CSc1cccc(NC(=O)CN(c2cccc(C)c2)S(C)(=O)=O)c1,12.3,0.2,4.6,-22.3,2.5,8.6,13.0,-1.7,9.8,-5.1,-2.3
O=c1c(/C=N/Nc2ccccc2)c(Sc2nnnn2-c2ccccc2)nc2ccccn12,-114.0,-5.2,-140.2,-41.2,-27.1,-23.5,-1.6,.,-27.1,-5.8,5.1
O=C(Nc1ccc(Cl)cc1)c1cncs1,-19.0,-0.1,-9.1,1.9,5.0,10.9,0.2,2.3,-24.9,-2.5,8.5
CC(=O)Nc1cccc(C(=O)OCC(=O)Nc2c(C)nn(-c3ccccc3)c2C)c1,4.6,-0.2,12.0,-3.8,-5.8,-4.7,13.9,0.7,-10.0,-5.1,2.1

# Five records picked at random from those above:
SMILES,HIF-2a inh,hiPSC survival,Peg3 prom inh,CF NFkB inh,LMP1 NFkB inh,MITF TRPM1 inh,KKLEB cytotox,NR2E3 ag-1,NR2E3 ag-2,Shn3 3UTR inh,TRAIL sens C8
O=C1NC2=C(C(=O)CCC2)C(c2cccc([N+](=O)[O-])c2)N1 (stereo not given),24.8,-0.5,5.4,12.1,-0.5,-0.5,10.9,.,-9.9,0.4,-20.0
O=C(Nc1ccc(Cl)cc1)c1cncs1,-19.0,-0.1,-9.1,1.9,5.0,10.9,0.2,2.3,-24.9,-2.5,8.5
CSc1cccc(NC(=O)CN(c2cccc(C)c2)S(C)(=O)=O)c1,12.3,0.2,4.6,-22.3,2.5,8.6,13.0,-1.7,9.8,-5.1,-2.3
Cc1occc(=O)c1OCc1ccc(F)cc1,15.6,-0.1,6.3,3.6,7.3,-9.6,4.9,3.4,-17.3,-22.9,-1.7
O=c1c(/C=N/Nc2ccccc2)c(Sc2nnnn2-c2ccccc2)nc2ccccn12,-114.0,-5.2,-140.2,-41.2,-27.1,-23.5,-1.6,.,-27.1,-5.8,5.1

# Next section.
SMILES,HIF-2a inh,hiPSC survival,Peg3 prom inh,CF NFkB inh,LMP1 NFkB inh,MITF TRPM1 inh,KKLEB cytotox,NR2E3 ag-1,NR2E3 ag-2,Shn3 3UTR inh,TRAIL sens C8
N/C(Cn1cncn1)=N\OC(=O)c1ccc(Cl)cc1Cl,-14.2,-1.0,-16.5,9.4,7.9,5.9,18.2,1.3,-7.5,-11.3,-5.4
Cc1nn(-c2ccccc2)nc1CNC(=O)CC(C)(C)C,4.4,2.3,5.3,8.5,-2.1,11.2,-1.3,0.2,-7.1,13.2,12.3
Cc1ccc(C(=O)NCCCNCCCNC(=O)c2ccc(C)nc2)cn1,15.2,-0.6,11.1,9.4,6.2,-1.1,12.0,-0.7,4.6,0.3,-1.6
COc1ccc(OC)c(-c2[nH]nc3c2C(c2ccco2)C(C#N)=C(N)O3)c1 (stereo not given),19.8,-3.2,14.1,11.2,6.7,4.6,-2.5,0.2,-29.5,4.7,-8.2
COc1ccc(S(=O)(=O)Cc2ccc(C(=O)NC(C)C)o2)cc1,6.2,-0.2,-7.5,5.3,-5.8,-13.2,5.2,-1.2,-9.6,-14.3,25.9
CCOC(=O)c1c(C)[nH]c(C)c1S(=O)(=O)N(C)Cc1ccco1,3.4,1.1,5.8,7.8,-3.5,1.6,16.2,-1.3,-10.1,-4.7,-12.2
O=C(NNC(=S)NCC1CCCO1)c1cccc(S(=O)(=O)N2CCOCC2)c1 (stereo not given),8.1,0.3,9.4,-0.3,4.9,8.1,-0.3,-4.4,-0.1,8.0,-0.3
CCOC(=O)c1oc2ccccc2c1CN1CCN(C)CC1,12.7,1.4,-5.7,-2.8,-11.0,5.9,7.1,1.8,10.4,-13.7,-18.2
Cn1ccnc1SCC(=O)c1ccc(F)cc1,-112.8,2.1,-79.3,-13.8,.,.,-2.5,0.4,-62.2,-50.8,16.2
CC(C)(C)c1ccc(C(=O)N2CCN(CCNC(=O)C(=O)NCc3ccccc3)CC2)cc1,8.1,3.0,12.0,-1.7,2.9,-6.9,-5.8,-2.7,-8.0,6.6,-1.6
COc1ccc([C@H]2[C@@H](C#N)[C@H](C#N)N3CCCN23)cc1,10.3,2.5,4.0,0.3,-5.1,12.2,3.1,-1.2,4.3,15.1,-2.6
COc1nccc(-c2ccc(F)cc2)c1C#N,5.3,0.8,11.5,-7.1,-2.8,2.7,-7.0,-0.7,7.0,-25.1,-6.9
Cc1nc2cc(Cl)c([N+](=O)[O-])cc2s1,4.3,3.0,-9.9,4.0,5.0,-17.4,8.4,2.2,-3.0,4.3,-12.6
Cc1ccc(S(=O)(=O)CCC(=O)OCC(=O)c2ccc(F)cc2)cc1,-2.6,0.3,-3.2,-14.2,-3.4,5.1,7.6,0.9,-32.6,-160.4,-1.3
CC1=CCC2C(=O)N(c3ccc(C(=O)Nc4ccccc4Cl)cc3)C(=O)C2C1 (stereo not given),3.1,0.3,1.2,-1.6,-9.5,-8.6,-1.9,1.4,-19.7,-1.6,-2.2
O=C(c1ccnc(Cl)c1)N1CCCC(N2CCN(c3ccccc3F)CC2)C1 (stereo not given),12.4,-0.5,13.9,-0.5,0.6,-1.6,-2.7,-2.0,28.0,-7.5,-12.2
C=CCn1cc(C(=O)NCCOC)c(=O)c2cc(S(=O)(=O)N3CCCCCC3)ccc21,25.0,1.1,26.4,-7.3,9.1,10.3,6.6,0.3,-4.9,30.4,19.9
COc1ccc(C2=NO[C@@H]3C(=O)N(c4c(C)cccc4C)C(=O)[C@H]23)cc1OC,11.7,-0.3,-5.3,-11.2,-11.6,1.4,-5.2,-4.0,-8.4,-6.5,11.0
C#CCOC(=O)C1C2C=CC(C2)C1C(=O)O (stereo not given),-10.8,0.9,-4.4,-29.7,3.1,7.4,4.9,-1.9,4.5,-4.1,-12.0
Cn1c(=O)c2c(O)c(Cc3ccccc3)c(=O)[nH]c2n(C)c1=O,-24.7,-2.2,-0.6,-0.3,-27.5,-6.8,12.4,-1.9,-6.9,-7.4,-20.8
COCCNC(=O)Cn1nc(-c2ccccc2F)ccc1=O,20.7,-0.7,9.9,5.8,-7.3,-3.3,-0.2,.,2.0,2.4,-4.4
Cc1cc(NC(=O)COc2ccccc2C)ccc1NC(=O)c1ccco1,-11.3,-0.3,4.9,-15.2,-4.6,1.1,3.0,4.2,-10.7,11.9,-3.5
CSc1nnc(CCCCCNC(=O)OC(C)(C)C)o1,18.9,-0.5,12.5,-1.8,10.5,-6.3,5.8,2.4,12.0,-2.1,-15.2
COC(=O)c1c(C)[nH]c(C=Nc2ccc(OC)cc2)c1C,4.8,-0.2,-12.5,-5.8,2.1,-8.2,1.5,2.4,-5.5,-7.9,-23.5
COc1ccc(NC(=O)c2cc3ccccc3[nH]2)cc1,-295.1,-0.2,-281.8,9.7,-7.3,-98.1,-4.2,3.9,-173.1,-99.8,18.0

# High-throughput results: PubChem, several laboratories

# An excerpt; rates above refer to the full screens.
